ELG1 repair inh: blocks ELG1-dependent DNA repair in HEK293T cells; HEK293T ELG1-luciferase reporter, luminescence, 16 h; DNA damage induced by 5-fluorouridine; 2.3% of 330,000 active; AID 504467; Potency, µM (doses to about 46.1 µM), for the others: top-dose activity change, negative = inhibition, most hits filed as inhibitors; also: potency is read from the fitted curve at half-maximal effect; % is scaled to controls: 0 for no effect and ±100 for the full control effect; nearly all actives have a fitted effect of over 55% in size
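DMSO vehicle served as the neutral condition. Each well held 2,000 cells given 5-fluorouridine plus compound; after 16 hr at 37 °C/5% CO2, ONE-Glo was added and luciferase measured 30 min later.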
TRPV1 ag: agonists of human vanilloid receptor 1 (TRPV1); TRPV1-expressing cells, Fluo-8 calcium influx, agonist mode; 0.19% of 320,000 active; Q8NER1; activation, % at 8.33 µM; in the data active = activation above about 80%; inconclusive = between about 30% and that limit; also: 0% is about no effect
Target sequence (Q8NER1 whole entry, looked up): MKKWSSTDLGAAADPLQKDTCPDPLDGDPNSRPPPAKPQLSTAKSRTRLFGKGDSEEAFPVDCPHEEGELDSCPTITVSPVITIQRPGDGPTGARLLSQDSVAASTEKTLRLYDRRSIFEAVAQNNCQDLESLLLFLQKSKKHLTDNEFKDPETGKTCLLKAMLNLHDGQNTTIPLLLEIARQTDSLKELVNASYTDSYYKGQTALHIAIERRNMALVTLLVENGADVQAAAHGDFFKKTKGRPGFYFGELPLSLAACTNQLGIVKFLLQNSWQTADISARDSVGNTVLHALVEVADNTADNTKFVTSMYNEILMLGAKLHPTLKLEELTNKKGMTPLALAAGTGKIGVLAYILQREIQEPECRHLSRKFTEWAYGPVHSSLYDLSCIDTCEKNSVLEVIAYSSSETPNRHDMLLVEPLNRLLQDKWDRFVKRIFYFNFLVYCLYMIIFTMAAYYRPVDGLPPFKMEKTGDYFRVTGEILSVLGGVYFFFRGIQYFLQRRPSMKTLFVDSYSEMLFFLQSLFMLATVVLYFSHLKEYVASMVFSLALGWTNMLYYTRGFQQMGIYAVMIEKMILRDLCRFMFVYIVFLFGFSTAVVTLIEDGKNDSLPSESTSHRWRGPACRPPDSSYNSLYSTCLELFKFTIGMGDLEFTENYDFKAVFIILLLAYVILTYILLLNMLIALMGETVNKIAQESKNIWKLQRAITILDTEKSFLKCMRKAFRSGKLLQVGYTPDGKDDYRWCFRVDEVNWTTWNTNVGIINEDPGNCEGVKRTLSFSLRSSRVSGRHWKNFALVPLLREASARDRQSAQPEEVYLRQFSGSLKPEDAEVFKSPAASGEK
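Cells expressing TRPV1 were dye-loaded with Fluo-8 and read kinetically: 10 s baseline, 3 min after compound (agonist portion), then 2 min after EC20 capsaicin (allosteric enhancer portion). Calcium-bound dye fluorescence at 480/520 nm.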
ELG1 genotox: inducers of genotoxicity in HEK293T ELG1-luciferase cells; HEK293T ELG1-luciferase reporter, luminescence, 16 h; Potency, µM (top dose mostly 46 µM), for inactives: at the highest dose activity change, positive = activation, hits mostly activators; 1.3% of 330,000 active; AID 504466; also: potency is read from the fitted curve at half-maximal effect; % of control where 0% means no effect; nearly all actives have a fitted effect of over 60% in size
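DMSO vehicle served as control against compound-treated ELG1-luciferase HEK293T cells; exposure lasted 16 hr at 37 °C and 5% CO2, followed by ONE-Glo luminescence detection after 30 min.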
Gal4-VP16 FLuc: inhibits Gal4-VP16 luciferase reporter, ROR gamma counter-screen | Drosophila S2 Gal4-VP16 UAS-luciferase, luminescence, 20 h | Potency, µM (series often up to 53.6 µM), for the others: at the highest dose activity, negative = inhibition, most hits filed as inhibitors | 3.5% of 310,000 active;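 also: Gal4-VP16 expression switched on by copper sulfate through the metallothionein promoter; potency is read from the fitted curve at half-maximal effect; % is scaled to controls: 0 for no effect and ±100 for the full control effect; nearly all actives have a fitted effect of over 50% in size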
p53 reactivation: restores transcriptional activity of mutant p53; H1299 p53-A138V BP100-luciferase reporter, luminescence, 24 h; Potency, µM (series often up to 92.2 µM), for the others: top-dose activity change, positive = activation, hits mostly activators; 0.063% of 320,000 active; AID 504706; also: potency is read from the fitted curve at half-maximal effect; % of control where 0% means no effect; nearly all actives have a fitted effect of over 45% in size
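p53-null H1299 cells stably carrying temperature-sensitive p53-A138V and a BP100-luciferase reporter were pinned with compounds (4-point, 1:5 series) and held 24 hrs at 37 deg C. Luminescence was read 10 min after detection reagent.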
RORg inh: ROR gamma (mouse) transcription inhibition; Drosophila S2 Gal4-RORgamma UAS-luciferase reporter, 20 h; Potency, µM (series often up to 53.6 µM), for inactives: at the top dose activity change, negative = inhibition, usual class: inhibitors; P51450; 5.4% of 310,000 active; also: potency is read from the fitted curve at half-maximal effect; % is scaled to controls: 0 for no effect and ±100 for the full control effect; nearly all actives have a fitted effect of over 60% in size
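Luminescence from a UAS-regulated Photinus luciferase reporter in stably transfected Drosophila Schneider cells is measured; decreased signal marks ROR gamma inhibition. Fusion expression is induced by 700 uM copper sulfate for 20 hr.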
Tb PFK block: blocks T. brucei phosphofructokinase. O15648. T. brucei PFK, ADP-Glo luminescence. Potency, µM (titrated, usually from 57.5 µM), inactives show at the top dose activity, negative = inhibition, actives largely listed as inhibitors. 0.17% of 330,000 active. AID 485367;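 also: potency is read from the fitted curve at half-maximal effect; 0% = uninhibited 1x PFK enzyme wells and -100% = no-enzyme wells; nearly all actives have a fitted effect of over 60% in size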
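Compounds were pin-transferred as a titration series up to 57 uM into substrate buffer (0.5 mM F6P, 0.1 mM ATP, pH 8.0), then 1.25 nM PFK was added and reactions ran 45 min before ADP-Glo detection.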
NPC1 prom act: NPC1 promoter activation; Potency, µM (doses to about 9.22 µM), for the others: top-dose activation, usual class: activators; 2.4% of 320,000 active; AID 485313; Huh7 NPC1 promoter luciferase reporter, 24 h;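 also: potency is read from the fitted curve at half-maximal effect; % of control where 0% means no effect; nearly all actives have a fitted effect of over 60% in size; reporter is driven by a mutant NPC1 promoter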
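Quantitative HTS used a cell-based reporter: Huh7 cells stably bearing the NPC1 promoter upstream of luciferase were treated with compounds for 24 h, and promoter activation was read as luminescence.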
Rab9 prom act: activates the Rab9 promoter | Huh7 Rab9 promoter-luciferase reporter, luminescence, 24 h | Potency, µM (titrated, usually from 9.22 µM), for inactives: at the top dose activation, negative = inhibition, hits mostly activators | 2.8% of 320,000 active; also: potency is read from the fitted curve at half-maximal effect; % of control where 0% means no effect; nearly all actives have a fitted effect of over 60% in size
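Quantitative HTS format; Huh7 Rab9-luciferase reporter cells (1500/well) receive compound 2 h post-plating, incubate 24 h at 37 °C, then get luciferase reagent for 10 min before luminescence reading.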
BRCA1 expr up: increases BRCA1 expression; MCF7-BRCA1-FFLuc reporter, luminescence, 48 h; response scale: scaled: vehicle 0%, 10 µM genistein 100%; Potency, µM (doses to about 46.1 µM), for inactives: at the top dose activation, most hits filed as activators; 1.1% of 380,000 active; also: potency is read from the fitted curve at half-maximal effect; nearly all actives have a fitted effect of over 80% in size; some results filed as inactive show a strong effect at the top dose
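Cells: MCF7-BRCA1-FFLuc, 2000/well. Exposure: 48 h, 37 °C, 5% CO2. Read: luminescence, 15 min post-substrate. Controls: genistein 10 microM (maximal activation), DMSO (neutral).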
FLuc modulator: inhibits or activates purified firefly luciferase, miR-21 counter-screen | AID 588342 | P08659 | Potency, µM (highest dose often 57.5 µM), for the others: at the top dose activity change, negative = inhibition, most hits filed as inhibitors | purified FLuc, Km substrates, luminescence inhibition | 6.9% of 360,000 active;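 also: potency is read from the fitted curve at half-maximal effect; plate controls were vehicle for no effect and reference inhibitor for full effect; nearly all actives have a fitted effect of over 55% in size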
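Biochemical qHTS of compounds, final roughly 60 µM downward over six points, against 10 nM purified firefly luciferase using Km concentrations of substrates (10 uM D-luciferin, 10 uM ATP) in Tris acetate pH 7.5 buffer; luminescence output.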
The depositor's hits bear a star; ? = inconclusive; . = no result given; [ ] = dose if it differs, or a comment. Unless noted, calls follow the shape of the dose curve; as a rule, active = well fitted curve in the direction sought with a large enough effect; inconclusive = small, poorly fitted or top-dose-only effect, or another doubt; inactive = no such curve, though single readings can be large; an effect the other way counts as inactive or inconclusive. The order is random; 15% or so of the library scored in one or more.

SMILES | ELG1 repair inh | TRPV1 ag | ELG1 genotox | Gal4-VP16 FLuc | p53 reactivation | RORg inh | Tb PFK block | NPC1 prom act | Rab9 prom act | BRCA1 expr up | FLuc modulator
CCn1c(N)c(C(=O)NCc2ccco2)sc1=S | ? | -2 | 1% | 1% | -1% | 21% | -25% | -1% | 2% | -4% | -11%
OCCNC(=S)Nc1cccc(Cl)c1Cl | -11% | . | -1% | -2% | -2% | 22% | -16% | 0% | -2% | 1% | 1%
Cc1ccc(OCCNC(=O)c2ccccc2N)cc1 | ? | 2 | 3% | 24% | 14% | 36% | -1% | 3% | 11% | 10% | -8%
CC(=O)Nc1sc(/C(C#N)=C/c2ccc(Cl)c(Cl)c2)nc1-c1ccc(C)cc1 | 3% | -6 | -4% | -10% | 0% | -2% | -6% | 0% | -2% | -28% | 0%
O=C(O)CSc1nnc(-c2cccs2)n1-c1ccc(Cl)cc1 | 7% | 1 | 0% | 0% | -1% | -17% | -8% | 2% | 0% | -28% | -2%
Cc1ccc(N(C(=O)Cc2cccs2)C(C(=O)NC2CCCCC2)c2ccccn2)cc1C (centres undefined) | 25% | ? | 2% | -11% | ? | 36% | 0% | -1% | 1% | -61% | ?
COc1ccccc1C(=O)N(Cc1sccc1C)C1CCS(=O)(=O)C1 (centres undefined) | 3% | -4 | 2% | 1% | 5% | 0% | -2% | -2% | 5% | -6% | 1%
C=CC(n1cncn1)C(O)(c1ccccc1)c1ccccc1 (centres undefined) | 4% | 1 | 8% | . | -4% | . | -1% | -2% | 7% | -3% | -1%
C/C(=C\C(=O)c1ccccc1)Nc1ccc(O)cc1 | ? | 6 | 6.5µM* | 13% | ? | ? | 1% | 2.5µM* | 3.5µM* | 5µM* | 4.8µM*
c1ccc(CCCCNCC2COc3ccccc3O2)cc1 (centres undefined) | 8% | 17 | -1% | 6% | 15% | 2% | 0% | -2% | -9% | 38% | -5%
COc1cc(NC(=O)C2CCCCN2)ccc1OCC(C)C (centres undefined) | -1% | -16 | -1% | 0% | -24% | -3% | -12% | -2% | -5%[1.84 µM] | 10% | 2%
CC(C)[C@H](NC(=O)c1cc2cc(Cl)ccc2n1C)C(=O)N1CCC(C(=O)O)CC1 | ? | -1 | 0% | 0% | -5% | 12% | -1% | -1% | -1% | -17% | -3%
COc1ccc(CCNC(=O)c2cc(C(C)C)on2)cc1OC | 7% | 0 | 9% | 3% | 6% | ? | -8% | 4% | 1% | 4% | 0%
COc1cccc(C(=O)c2c(-c3ccccc3)ncc3cc(OC)c(OC)cc23)c1 | ? | . | 0% | . | -14% | . | 0% | . | . | -37% | .
CC(C)(C)C1CCc2c(sc3c2C(=O)NC(c2ccco2)N3)C1 (centres undefined) | ? | 4 | 13% | 0% | ? | ? | -3% | ? | 2.5µM* | ? | 3µM*
Cc1ccc(Cn2ncc3c(N4CCN(C)CC4)ncnc32)cc1 | ? | 11 | -6% | -9% | -5% | -13% | 3% | 3% | 1% | 29% | -1%
CN(C1CCCCC1)S(=O)(=O)c1ccc2[nH]c(=O)oc2c1 | 17% | 0 | -2% | ? | -4% | ? | 2% | 0% | -2% | 0% | 0%
COc1ccccc1/C=C1/SC(=S)N(C(C)C(=O)NC2C=CS(=O)(=O)C2)C1=O (centres undefined) | 16% | ? | -1% | -1% | 19% | 7% | 7% | 2% | 0% | -33% | ?
COc1ccc(Nc2nc(C)nc3c2oc2ccccc23)cc1 | ? | 98* | -6% | -20% | 1% | 21% | 0% | -6% | -1% | -21% | ?
CC1(C)Cc2c(sc3c2c2ncnn2c2nnc(SCC(=O)NCc4ccco4)n32)CO1 | -15% | 1 | 1% | 0% | 6% | 0% | 1% | -5% | 6% | -33% | -2%
CCCCCCCCOC(=O)CCc1c(C)[nH]c(=S)[nH]c1=O | -7% | ? | -4% | -30% | 2% | ? | 1% | 2% | 3% | -14% | 2%
CCOc1ccc2nc(SCC(=O)NCc3ccc4c(c3)OCO4)[nH]c2c1 | 1% | ? | -2% | 7% | 4% | -22% | -7% | -2% | 1% | -6% | 1%
CN1CCN(CCC(=O)N/N=C/c2ccccc2F)CC1 | ? | 1 | 2% | -1% | 3% | -1% | -12% | -4% | -2% | -12% | -7%
O=C1NC(=O)/C(=C\c2ccccc2Oc2ccc(F)c(F)c2)S1 | -9% | -12 | -3% | -4% | -1% | 19% | 1% | -2% | 1% | -19% | 1%
Cc1ccccc1C(=O)NNC(=O)CSc1nnc(-c2ccncc2)n1-c1ccccc1 | -4% | 0 | -1% | -1% | -8% | 0% | 0% | -1% | -1% | 6% | -2%
O=c1[nH]ncc(N2CCCCCC2)c1Cl | -13% | 0 | 2% | -9% | -1% | 12% | 2% | -4% | -3% | 11% | -6%
COc1ccc(C(=O)NC(=S)Nc2nc(C)cc(C)n2)cc1Br | 18% | 5 | -1% | 8% | 25% | -11% | 4% | ? | ? | 30% | 15µM*
COCCNCC1C(Oc2ccc(Cl)cc2)C(=O)N1c1ccccc1C (centres undefined) | -1% | -4 | -2% | 7% | 1% | 18% | -1% | 1% | -4% | -40% | -5%
COc1ccc(NC(=S)Nc2ccccc2F)c(OC)c1 | -1% | . | 1% | -15% | -3% | 11µM* | 3% | -3% | -1% | 3% | 9%
Cc1ccc(SCCC(=O)NCCSCc2ccccc2C)cc1 | 12% | ? | -4% | -5% | -12% | -1% | -5% | 0% | -6% | 12% | -11%
OC(COCc1ccccc1)CN1CCN(c2ccccc2)CC1 (centres undefined) | 6% | 1 | -1% | -10% | -10% | 2% | -6% | -1% | 1% | 0% | 3%
CC(=O)c1c(N2CCN(c3ccccn3)CC2)nc(=S)n(-c2ccccc2)c1C | 0% | 7 | -1% | -5% | 0% | 1% | -6% | 2% | -9% | -3% | -1%
Cc1cccc(N(CC(=O)NC2CCCC2)C(=O)c2csnn2)c1C | 19% | 0 | 9% | 1% | 2% | -5% | 4% | 1% | 4% | -12% | 0%
Cc1ccc(-c2csc3nnc(SCC(=O)NCc4ccco4)n23)cc1 | 6% | 1 | 0% | ? | 0% | -31% | -4% | -3% | 1% | 8% | 4%
CCN(CC)CCC(=O)NN | 10% | -2 | 1% | 8% | -3% | -4% | 3% | -1% | 3% | 11% | -1%
O=C(NC(=O)c1ccccc1O)c1ccc(C(F)(F)F)cc1 | ? | -1 | 5% | 8.9µM* | 20% | ? | -14% | ? | ? | 50% | 3µM*
CC1(C)Cc2cccc(OCC(=O)NCc3cccs3)c2O1 | 8% | 19 | -1% | . | 1% | . | -3% | 4% | 0% | -29% | 3%
COc1cccc(NC(=O)c2ccc(OC(F)(F)F)cc2)c1 | ? | ? | ? | . | ? | . | 0% | 4µM* | 1.8µM* | 6% | 2.4µM*
CCOC(=O)Cn1nnnc1C(C(C)C)N(Cc1cc2c(C)cc(C)cc2[nH]c1=O)C1CCCC1 (centres undefined) | 18µM* | 0 | -3% | -8% | -4% | 28% | -3% | -4% | -5% | -53% | 1%
CCOc1ccc(C(=O)NC(C(=O)NCc2cccnc2)C(C)C)cc1 (centres undefined) | 10% | 6 | 0% | -3% | -3% | 0% | -5% | -1% | 3% | -1% | 1%
Cc1cc(=O)oc2c(C)c(OCC(=O)NCCN3CCOCC3)ccc12 | 23% | -2 | 5% | -11% | 0% | -6% | 3% | -3% | -1% | 0% | 2%
CC(O)c1ccc(-n2cnnn2)cc1 (centres undefined) | 15% | -4 | 4% | 2% | 8% | -28% | 7% | -2% | -2% | -1% | -5%
CN(C)CCCOC(=O)c1ccc(Br)cc1 | 6% | -1 | -1% | 3% | 4% | -16% | -1% | -1% | -13% | 2% | -1%
Cc1cccc(-n2c(CNC(=O)c3ccccc3)nnc2SCC(=O)Nc2nccs2)c1 | 2% | -1 | -10% | 6% | 0% | 26% | -10% | 2% | -3% | -22% | -1%
CC(C)(CNC(=O)CNC(=O)c1ccccc1F)N1CCOCC1 | ? | 0 | 2% | . | 0% | . | 1% | 1% | 0% | 3% | 6%

Full records from above. Order of values: ELG1 repair inh, TRPV1 ag, ELG1 genotox, Gal4-VP16 FLuc, p53 reactivation, RORg inh, Tb PFK block, NPC1 prom act, Rab9 prom act, BRCA1 expr up, FLuc modulator
CN(C)CCCOC(=O)c1ccc(Br)cc1 reads 6%, -1, -1%, 3%, 4%, -16%, -1%, -1%, -13%, 2%, -1%
CC(O)c1ccc(-n2cnnn2)cc1 (centres undefined) reads 15%, -4, 4%, 2%, 8%, -28%, 7%, -2%, -2%, -1%, -5%
